# Source: PubChem
# CIT2-GFP yeast – modulators of TOR pathway CIT2-GFP in S. cerevisiae | S. cerevisiae CIT2-GFP strain, flow cytometry, 3 h; 100 means same as DMSO wells | GFP response vs DMSO, % at 10 µM | 320,000 tested, 0.065% active | AID 2029;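 active = GFP response relative to DMSO above a set limit, near the screen mean plus 3 SD, cut at about 150% in these data; inconclusive = Fewer than 70 cells measured for a yeast strain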;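 also: ratio of well median GFP fluorescence to mean of DMSO wells on the plate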
# LAP4-GFP MLPCN – yeast TOR pathway LAP4-GFP modulation; S. cerevisiae LAP4-GFP multiplex, flow cytometry GFP, 3 h; median GFP as percent of DMSO wells; 320,000 tested, 0.34% active; GFP response vs DMSO, % at 10 µM;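 active = GFP response vs DMSO above a set limit, about the screen mean plus 3 SD, cut at about 150% in these data; inconclusive = under 70 cell events counted for the yeast strain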
# MEP2 TOR yeast – modulators of TOR pathway MEP2-GFP in S. cerevisiae; S. cerevisiae MEP2-GFP strain, flow cytometry GFP, 3 h; 100% = DMSO control level; GFP response vs DMSO, % at 10 µM; 330,000 tested, 0.51% active;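 active = GFP response versus DMSO above a set limit, roughly screen mean plus 3 SD, cut at about 180% in these data; inconclusive = fewer than 70 cells counted for a yeast strain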;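 also: median GFP fluorescence of the barcode-gated MEP2-GFP cells per well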
# AGP1 TOR yeast – modulators of TOR pathway AGP1-GFP in S. cerevisiae | GFP response vs DMSO, % at 10 µM | 320,000 tested, 0.02% active | S. cerevisiae AGP1-GFP multiplex flow cytometry, 3 h; GFP as percent of DMSO wells;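 active = GFP response relative to DMSO above a set limit, near screen average plus 3 SD, cut at about 150% in these data; inconclusive = fewer than 70 cells counted for the yeast strain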;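 also: median GFP channel fluorescence of the gated AGP1 strain per well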
# RPL19A-GFP yeast – modulators of TOR pathway RPL19A-GFP in S. cerevisiae. S. cerevisiae RPL19A-GFP strain, flow cytometry, 3 h; hits give low values. percent response vs DMSO, % at 10 µM. 330,000 tested, 0.3% active;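 active = percent response vs DMSO below 50%; inconclusive = fewer than 70 events counted for the yeast strain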;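 also: median channel GFP fluorescence of the barcoded RPL19A-GFP strain; ratio of sample median GFP to plate DMSO average so 100% = DMSO; lower means less RPL19A-GFP as with rapamycin TOR inhibition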
# Yeast superoxide – yeast age-related superoxide inhibition as caloric restriction mimetic; S. cerevisiae aged cells, superoxide DHE fluorescence; hits give low values; superoxide response (% of plate mean), % at 10 µM; 330,000 tested, 0.18% active;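 active = superoxide response under a set limit, about three screen SD below normal, cut at about 65% in these data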;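 also: yeast aged for seven days with compound at 30 °C before DHE staining; 100% = average MFI of all compound-treated wells on the plate with controls excluded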
# Efflux pump mplx – antifungal efflux pump inhibition, Nile Red retention. inhibition, % at 10 µM. 330,000 tested, 0.44% active. S. cerevisiae Candida pump triplex. AID 485275;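 active = plate passing quality check with inhibition over a set limit, or well fluorescence over plate mean plus 4 SD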;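 also: Nile Red retained in pooled yeast measured as flow cytometry median fluorescence; 0% = buffer negative control and 100% = Enniatin B positive control; higher means more Nile Red kept so more efflux inhibition; some compounds called inactive have numbers as strong as hits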
# AHR act – activates the human aryl hydrocarbon receptor; activation, % at 5 µM; AHR-responsive luciferase reporter cells, luminescence; P35869; 320,000 tested, 2.5% active; in the data active = activation above about 47%;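 also: 0% = vehicle wells and 100% = reference agonist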
# Target sequence (P35869 whole entry, looked up): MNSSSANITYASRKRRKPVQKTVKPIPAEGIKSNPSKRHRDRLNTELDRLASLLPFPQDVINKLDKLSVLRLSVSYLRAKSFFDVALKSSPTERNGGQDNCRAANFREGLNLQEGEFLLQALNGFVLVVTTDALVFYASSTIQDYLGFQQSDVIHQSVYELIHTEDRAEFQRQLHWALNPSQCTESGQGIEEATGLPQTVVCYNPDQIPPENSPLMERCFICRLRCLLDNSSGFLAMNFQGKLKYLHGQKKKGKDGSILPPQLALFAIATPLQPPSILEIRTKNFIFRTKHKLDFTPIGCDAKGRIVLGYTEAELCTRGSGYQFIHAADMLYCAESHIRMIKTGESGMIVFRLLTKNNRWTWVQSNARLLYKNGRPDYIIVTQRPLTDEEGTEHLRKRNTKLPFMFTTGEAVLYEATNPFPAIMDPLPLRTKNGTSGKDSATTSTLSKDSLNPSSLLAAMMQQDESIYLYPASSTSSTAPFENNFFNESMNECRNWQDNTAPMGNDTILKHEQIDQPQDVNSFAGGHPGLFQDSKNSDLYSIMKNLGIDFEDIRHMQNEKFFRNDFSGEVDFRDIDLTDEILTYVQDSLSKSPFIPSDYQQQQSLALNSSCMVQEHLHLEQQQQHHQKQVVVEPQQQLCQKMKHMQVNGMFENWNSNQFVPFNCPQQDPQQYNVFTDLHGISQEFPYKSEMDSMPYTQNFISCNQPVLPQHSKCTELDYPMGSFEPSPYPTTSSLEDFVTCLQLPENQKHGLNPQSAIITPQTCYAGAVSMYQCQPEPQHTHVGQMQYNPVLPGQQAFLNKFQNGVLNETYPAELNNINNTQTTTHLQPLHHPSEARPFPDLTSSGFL
# An asterisk follows results filed as active; ? = inconclusive; [ ] = another dose, or the depositor's remark. The list is partial; rates above refer to the full screens.
no.	SMILES	CIT2-GFP yeast	LAP4-GFP MLPCN	MEP2 TOR yeast	AGP1 TOR yeast	RPL19A-GFP yeast	Yeast superoxide	Efflux pump mplx	AHR act
1	CN1C(=O)C(=Cc2ccc(N3CCCCC3)o2)C(=O)N(C)C1=S	91	104	105	98	96	115	-0.2	2
2	CCOC(=O)Cn1cc(C=C2C(=O)N(C)C(=O)N(C)C2=O)c2ccccc21	102	91	108	87	102	97	0.1	8
3	CN1C2CCC1C(C(=O)O)C(OC(=O)c1ccccc1)C2 (stereo not drawn)	92	99	97	95	96	98	0.2	0
4	COc1ccc(C(=O)C2CCCN(Cc3cnc(C)s3)C2)cc1OC (stereo not drawn)	103	95	100	99	101	105	-0.2	-3
5	COC(=O)C1=C(c2c(C)noc2C)C[C@@H]2CC[C@H]1N2C(=O)NCc1ccc(F)cc1	105	114	100	109	100	105	0.0	-1
6	O=C1NC(=O)N(CC2CCCO2)C(=O)/C1=C/c1cccs1 (stereo not drawn)	90	114	96	104	92	97	0.0	-3
7	COc1cccc(-n2c(O)c(C=NCc3ccc4c(c3)OCO4)c(=O)[nH]c2=O)c1	91	98	100	98	98	78	-0.3	12
8	COC(=O)C1=C(c2ccc(OC(F)(F)F)cc2)C[C@@H]2CC[C@H]1N2C(=O)N1CCC(C)CC1	93	87	87	92	93	77	0.3	0
9	O=Cc1cn(Cc2c(F)cccc2Cl)c2ccccc12	92	109	105	112	98	97	0.2	-1
10	CN1CCc2cccc(Cl)c2CC1	80	108	99	87	102	104	-0.1	-3
11	Cn1c(=O)c2c(ncn2CCCl)n(C)c1=O	96	103	100	99	98	104	0.1	0
12	O=C1NC(=O)N(c2ccc(F)cc2)C(=O)/C1=C/c1ccc(N2CCOCC2)cc1	102	122	99	116	93	92	-0.1	3
13	CCC1C2CC3C4N(C)c5ccccc5C45CC(C2C5O)N3[C@@H]1O (stereo partly drawn)	103	97	103	101	107	114	0.1	0
14	CCCCn1c(N)c(C(=O)NCCN2CCOCC2)c2nc3ccccc3nc21	104	98	107	103	98	98	0.3	8
15	Cc1ccccc1CCNCc1ccc(Br)cc1	111	99	114	112	112	101	0.5	-2
16	CC(C)(O)[C@H]1O[C@H]2CC[C@@]3(C)[C@@](O)(CC[C@H]4Cc5c([nH]c6ccccc56)[C@@]43C)C2=CC1=O	85	106	99	87	99	108	0.1	2
17	COc1nc(C)nc(NC(=O)NS(=O)(=O)c2ccccc2Cl)n1	98	96	95	97	101	92	0.0	0
18	Cc1noc(C)c1CSCC(=O)Nc1ccc(C#N)c(Cl)c1	99	96	96	99	93	95	-0.1	1
19	COC(=O)C1=C(c2cccc(C#N)c2)C[C@@H]2CC[C@H]1N2C(=O)N1CCC(C)CC1	103	103	93	100	101	137	-0.1	1
20	CN1C(=O)C(Cc2ccsc2)C(=O)N(C)C1=O	103	100	95	101	96	94	0.0	-3
21	O=C(Oc1c(Cl)cc(Cl)c2ccccc12)N1CCCCC1	112	101	96	109	102	74	-0.1	11
22	CCCCCn1c(NC(=O)c2ccco2)c(C(=O)OCC)c2nc3ccccc3nc21	98	101	116	96	100	106	-0.1	13
23	CCCCOc1nc2ccccc2c(=O)n1-c1ccccc1	99	96	100	102	101	98	0.1	13
24	Cn1cc(C(=O)N2CCC3(CC2)OCCO3)c2c3ccccc3n(C)c2c1=O	99	94	101	99	98	95	-1.1	0
25	Cc1ccc2cc3cc(C(=O)N4CCC5(CC4)OCCO5)oc3nc2c1	87	105	94	95	100	98	0.0	12
26	CN1CCC(O)(c2ccccc2)C(C(=O)c2ccccc2)C1 (stereo not drawn)	90	91	103	103	97	104	0.0	0
27	CCOC(=O)[C@]1(C#N)[C@@H]2C=CC(C(C)=O)=CN2[C@@H](C(N)=O)[C@@H]1c1ccsc1	104	102	101	94	94	94	0.1	7
28	CC(C)CN1CCN(Cc2ccc(C(F)(F)F)cc2)CC1CCO (stereo not drawn)	96	114	101	103	97	110	0.1	6
29	COc1cc2c(cc1OC)C(C1c3cc4c(cc3CCN1C)OCO4)OC2=O (stereo not drawn)	98	95	100	93	100	103	0.3	2
30	CCCC(CCC)C(=O)OC[N+](C)(C)CCOC(=O)C(O)(c1ccccc1)C1CCCC1 (stereo not drawn)	107	93	106	105	106	105	0.1	1

# (cont.)
no.	SMILES	CIT2-GFP yeast	LAP4-GFP MLPCN	MEP2 TOR yeast	AGP1 TOR yeast	RPL19A-GFP yeast	Yeast superoxide	Efflux pump mplx	AHR act
31	Fc1ccc(CNCCc2ccccc2)cc1	101	101	99	101	101	100	0.1	0
32	COc1ccc(CCn2c(O)c(C=NCc3cccnc3)c(=O)[nH]c2=O)cc1OC	83	102	99	97	98	101	-0.1	4
33	COc1ccccc1OCCCn1cc(C=O)c2ccccc21	100	100	99	94	97	109	-0.1	-3
34	CN(Cc1ccccc1)Cc1ccccc1OC(=O)N(C)C	102	101	99	99	96	91	0.1	2
35	CC(=O)OC1N=C(c2ccc(Cl)cc2)c2cc(Br)ccc2NC1=O (stereo not drawn)	?	85[may fluoresce violet]	451*[may fluoresce violet]	22[may fluoresce violet]	58[may fluoresce violet]	92	-0.1	14
36	CCC(=O)N1CC(=O)Nc2ccc(Cl)cc2C1c1ccc(F)cc1 (stereo not drawn)	94	93	100	97	97	98	-0.1	-2
37	O=c1[nH]c(=S)n(CCC2=CCCCC2)c(O)c1C=NC1CCN(Cc2ccccc2)CC1	94	104	102	102	104	94	0.4	0
38	O=C(C1CCN(S(=O)(=O)N2CCOCC2)CC1)N1CCC2(CC1)OCCO2	100	92	95	97	96	73	-0.1	-2
39	Fc1ccccc1N1CCN(Cc2ccc3c(c2)OCO3)CC1	101	90	97	92	94	92	0.0	2
40	COc1ccc(CC2c3cc(OC)c(OC)cc3CCN2C)cc1OC (stereo not drawn)	94	106	98	103	96	105	0.2	0
41	CC(C)CCNC(=O)c1c(N)n(Cc2ccc3c(c2)OCO3)c2nc3ccccc3nc12	90	98	105	90	101	103	0.1	1
42	FCCN(CCF)c1cccc(Cl)c1	101	91	107	104	106	100	0.1	2
43	Cn1ncnc2c(=O)n(C)c(=O)nc1-2	60	91	88	71	107	91	0.1	-7
44	CCCC(=O)NC(Oc1ccccc1Cl)C(Cl)(Cl)Cl (stereo not drawn)	79	79	94	84	116	103	-0.1	0
45	COC(=O)C1C2c3ccccc3OC1(C)N=c1s/c(=C/c3cnn(C)c3C)c(=O)n12 (stereo not drawn)	99	94	105	107	100	94	0.0	1
46	Cc1cc(=O)[nH]c(CCl)n1	91	93	96	93	90	96	0.1	0
47	O=c1[nH]c(=O)n(-c2ccc(Br)cc2)c(O)c1C=NCCN1CCCCC1	92	99	92	98	100	100	0.0	-1
48	CNS(=O)(=O)c1ccc(-c2ccc(C=C3C(=O)NC(=O)NC3=O)o2)cc1	86	125	98	86	99	104	0.1	1
49	Cc1c2cnn(CC(=O)N3CCC4(CC3)OCCO4)c(=O)c2c(C)n1Cc1ccccc1	107	105	102	106	99	93	-0.1	-1
50	CCCCCCCn1c(=O)c(C(=O)Nc2cnccn2)c(O)c2ccccc21	79	96	89	94	100	79	0.0	18
51	O=C(CCN1CCOCC1)Nc1ccc(Br)cc1C(=O)c1ccccc1	101	103	99	101	99	116	-0.2	16
52	C[C@]12CCC3C(CC[C@H]4C[C@H](OC(=O)c5cccnc5)CC[C@]34C)C1CCC2=O (stereo partly drawn)	85	96	87	95	96	114	0.5	0
53	COC(=O)C1=C(c2cccc(OCc3ccccc3)c2)C[C@@H]2CC[C@H]1N2C(=O)NCc1ccc(OC)cc1	97	102	97	101	98	104	0.2	1
54	c1csc(CN2CCNCC2)c1	100	102	103	104	99	100	-0.2	-1
55	CCCCn1c(O)c(C(C)=NCC2CCCO2)c(=O)[nH]c1=O (stereo not drawn)	92	95	100	100	100	99	0.0	-2
56	COc1cc(OC)c2c(c1)OCC1CON(C)C21 (stereo not drawn)	101	96	105	104	108	99	0.0	-2
57	O=c1[nH]c(=O)n(Cc2ccco2)c(O)c1C=NC1CCN(Cc2ccccc2)CC1	99	98	104	98	99	96	-0.1	-1
58	COC(=O)C1=C(c2ccc(-c3ccccc3)c(F)c2)C[C@@H]2CC[C@H]1N2C(=O)NCCO	94	103	90	97	91	127	0.2	1
59	COc1ccc(OCC(=O)N2CCN(C(C)C)CC2)cc1	116	137	130	125	119	93	-0.1	1
60	COc1cccc(CN2CCNCC2)c1	99	80	95	95	100	110	0.2	-3

# Further entries.
no.	SMILES	CIT2-GFP yeast	LAP4-GFP MLPCN	MEP2 TOR yeast	AGP1 TOR yeast	RPL19A-GFP yeast	Yeast superoxide	Efflux pump mplx	AHR act
61	COc1ccccc1N1CCN(Cc2ccc(Br)s2)CC1	90	82	99	114	96	97	0.0	-4
62	CN(Cc1ccccc1)C(=C(Cl)Cl)/C(=C1/NCCN1Cc1ccc(Cl)nc1)[N+](=O)[O-]	105	103	106	94	103	96	0.2	1
63	Cc1ccsc1C(=O)C1CCCN(Cc2ccccc2O)C1 (stereo not drawn)	90	97	93	94	97	89	0.3	3
64	Cc1ccccc1CN1CCNCC1	93	103	92	95	95	108	0.3	0
65	O=C(O)[C@@H]1C[C@H]1[C@@H](NP(=O)(c1ccccc1)c1ccccc1)c1ccccc1	94	113	92	93	99	98	-0.1	0
66	COC(=O)C(O)(c1ccc(NC(=S)NC(=O)c2ccccc2)cc1)C(F)(F)F (stereo not drawn)	95	92	97	98	98	97	-0.1	1
67	O=[N+]([O-])/C=C1/NCCN1Cc1ccc(Cl)nc1	95	90	103	98	101	95	-0.1	-1
68	CC(C)OC12Oc3ccccc3C=C1N1CCC2CC1 (stereo not drawn)	95	94	97	92	95	90	0.1	2
69	COc1cc2c(cc1OC)[C@H]1C(=O)c3ccc4c(c3O[C@H]1CO2)C[C@@H](C(C)(C)O)O4	89	105	95	100	97	98	0.2	-1
70	N=C1c2ccccc2CN1NC(=O)c1ccc(Cl)cc1	103	97	97	101	95	91	0.0	3
71	c1ccc(C2NCCc3[nH]cnc32)cc1 (stereo not drawn)	103	94	102	102	104	82	-0.1	1
72	Cc1cccc(NC(=O)N2CCCC2)c1	94	94	98	94	103	120	0.1	4
73	COC(=O)C1=C(c2cccc(OC)c2OC)C[C@@H]2CC[C@H]1N2C(=O)NCc1ccco1	111	130	90	92	98	99	-0.1	-2
74	c1cncc(CNC2=NCCCCC2)c1	92	98	99	97	97	98	0.1	4
75	Nc1c(C(=O)OCc2ccccc2)c2nc3ccccc3nc2n1Cc1cccs1	103	108	109	97	100	107	0.4	15
76	CCOc1cccc(CNCCc2c(C)[nH]c3ccc(OC(F)(F)F)cc23)c1O	93	99	101	100	98	112	0.3	2
77	COc1ccc(-n2c(O)c(C=NCCN3CCN(C(C)=O)CC3)c(=O)[nH]c2=S)cc1	98	98	106	95	102	104	0.0	1
78	CN=C1CN(O)C(c2ccccc2)=c2cc(Cl)ccc2=N1	95	92	96	94	104	103	0.3	-4
79	O=c1[nH]c(O)c(N=Nc2cc(C(F)(F)F)ccc2Cl)c(=O)[nH]1	98	104	92	97	99	103	0.0	3
80	Cn1c(O)c(C=NC2CCCCC2)c(=O)[nH]c1=S	105	86	102	97	102	96	0.0	1
81	Clc1ccc(CNC2CN3CCC2CC3)cc1 (stereo not drawn)	106	89	96	102	108	95	0.0	3
82	CC(C)CN1CCN(Cc2ccccc2C(F)(F)F)CC1CCO (stereo not drawn)	93	87	92	89	90	97	-0.1	3
